Screening results from PubChem.
Nrf2 activator: Nrf2 pathway activation; AREc32 ARE-luciferase reporter (MCF7-derived line), luminescence, 24 h; AID 624171; 410,000 compounds, 0.31% hits; Potency, µM (doses to about 46.1 µM), without a hit: at the highest dose activation, actives largely listed as activators; note: potency is the fitted concentration of half-maximal effect; % of control where 0% means no effect; nearly all actives have a fitted effect of over 65% in size
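AREc32 cells carrying an ARE-driven firefly luciferase reporter were seeded at 1000 cells/well in OPTI-MEM with 5% FBS, then exposed to compound for 24 hr at 37 deg C. Luminescence was read with Steady-Glo after 30 min at RT.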
pAkt inh: Akt phosphorylation inhibition. Neuro2A IGF-stimulated pAkt S473 HTRF, 20 min; active compounds read low. activity change, % for hits at 50 µM. 360,000 compounds, 0.32% hits; in the data active = activity change below about -80%; inconclusive = mostly about -51% to -80%; note: % is set by controls: 0 for no effect and ±100 for the full control effect
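Neuro2A cells in DMEM with 0.5% FBS, overnight at 37 deg C, given compound at single 50 µM final, then IGF (6 nM final) for 20 min at 37 deg C. Lysed; phospho-Akt Ser473 by HTRF after 24 h, 665/615 ratio.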
A549 tox: kills or reduces viability of A549 cells in Nrf2 counter-screen; A549 ARE-Fluc cells, CellTiter-Fluor viability, 18-24 h; Potency, µM (highest dose often 46 µM), for inactives: at the highest dose activity change, negative = cytotoxicity, actives largely listed as inhibitors; 390,000 compounds, 0.16% hits; AID 504648; note: potency is the fitted concentration of half-maximal effect; % is set by controls: 0 for no effect and ±100 for the full control effect
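A549 ARE-Fluc cells in 5% FBS OPTI-MEM, 5000 cells/well, rested 2 h then exposed to compounds in concentration-response for 18-24 h at 37 °C. Viability by CellTiter-Fluor fluorescence (Ex 405/Em 525) after 30 min; luciferase luminescence (BugLite, 15 min, RT) read afterwards.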
Nrf2 block: Nrf2 pathway inhibition; Potency, µM (titrated, usually from 46 µM), for inactives: at the highest dose activity change, negative = inhibition, most hits filed as inhibitors; AID 504444; 360,000 compounds, 2.1% hits; A549 ARE-Fluc reporter, luciferase luminescence, 18-24 h; note: potency is the fitted concentration of half-maximal effect; % is set by controls: 0 for no effect and ±100 for the full control effect; nearly all actives have a fitted effect of over 60% in size
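Nrf2 function is reported as luminescence of an ARE-controlled luciferase in A549 cells. Compounds were tested at several concentrations, and a CellTiter-Fluor read on the same wells flagged cytotoxicity.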
ATXN viability: cell viability loss in ATXN counter-screen. Potency, µM (doses to about 56.7 µM), hits mostly cytotoxic. 400,000 compounds, 0.49% hits. S2 cells (HEK-293 line with an ATXN2-luciferase reporter) viability, CellTiter-Fluor protease fluorescence, 24 h. AID 651635; note: potency is the fitted concentration of half-maximal effect; nearly all actives have a fitted effect of over 40% in size
HepG2 viability: counter-screen for TGF-b inhibitors: cytotoxicity in HepG2 cells; 410,000 compounds, 0.76% hits; HepG2 CAGA-GFP viability, ATP luminescence, 18 h; AID 588856; Potency, µM (highest dose often 46.1 µM), for inactives: at the highest dose activity change, negative = cytotoxicity, actives largely listed as cytotoxic; note: potency is the fitted concentration of half-maximal effect; some results filed as inactive show a strong effect at the top dose
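CellTiter-Glo luminescence gave cytotoxicity after 18 hours at 37 degrees C. The cells were HepG2 CAGA-GFP in 1% FBS DMEM, stimulated with 500 pg/mL TGF-beta after compound addition. %Activity was normalised to no-cell wells (complete cell-killing) and DMSO (no toxicity), and curves were fitted and classified.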
CCT chaperon mod: modulators of cytosolic chaperonin (CCT/TRiC) activity | activity change, % (no concentration beside the values), hits read low | AID 651819 | 360,000 compounds, 0.3% hits | purified chaperonin ATPase assay, HTRF ADP detection, 30 min; in the data active = activity change below about -30%; note: % is set by controls: 0 for no effect and ±100 for the full control effect
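ATPase activity: ADP formed was measured by HTRF Transcreener (665/615 nm ratio) after 30 min at 37 deg C with 10 uM ATP. Compounds screened at one 76 uM concentration against 40 or 20 nM TRiC in Tris pH 7.4/KCl/MgCl2/DTT buffer.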
TGFb inhibitor: blocks TGF-b signaling; Potency, µM (titrated, usually from 46.1 µM), for inactives: at the top dose activity, negative = inhibition, hits mostly inhibitors; 410,000 compounds, 1.2% hits; AID 588855; HepG2 CAGA-GFP TGF-b/SMAD3 reporter, GFP fluorescence, 18 h; TGF-beta stimulated, 500 pg/mL final; note: potency is the fitted concentration of half-maximal effect; % is set by controls: 0 for no effect and ±100 for the full control effect; nearly all actives have a fitted effect of over 65% in size
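Inhibition was scored as loss of TGF-beta-induced (500 pg/mL final, 18 hours, 37 degrees C) GFP in HEPG2 cells carrying a CAGA-GFP reporter, in DMEM with 1% FBS. Well GFP was summed per cell; Activity was normalised to unstimulated and stimulated DMSO wells, then concentration-response fitting.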
MmCpn inh: inhibitors of Methanococcus maripaludis chaperonin (MmCpn); purified Mm-Cpn ATPase, ADP Transcreener TR-FRET; Potency, µM (titrated, usually from 76.9 µM), for inactives: top-dose activity, negative = inhibition, usual class: inhibitors; 330,000 compounds, 0.031% hits; AID 504842; note: potency is the fitted concentration of half-maximal effect; % is set by controls: 0 for no effect and ±100 for the full control effect; nearly all actives have a fitted effect of over 80% in size
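Reaction buffer contained 30 mM Tris pH 7.4, 100 mM KCl, 5 mM MgCl2 and 1 mM DTT. Mm-CPN (25 nM final) hydrolysed 10 uM ATP over 30 min at 37°C; ADP was read by HTRF.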
The depositor's hits bear a star; i = inactive; ? = inconclusive; . = no result given; & = joins results of further samples; [ ] = dose if it differs, or a comment. Unless noted, calls come from the whole dose curve; as a rule, active = well fitted curve in the direction sought with a large enough effect; inconclusive = small, poorly fitted or top-dose-only effect, or another doubt; inactive = no such curve, though single readings can be large; an effect the other way counts as inactive or inconclusive. Hits appear at their usual frequency. About 4.4% of those tested had a hit in this group.

A first look (2 entries):
Under each structure: CCT chaperon mod | ATXN viability | HepG2 viability | TGFb inhibitor | A549 tox | pAkt inh | Nrf2 block | Nrf2 activator | MmCpn inh
Cc1ccc(-c2nnn(CC(=O)N(c3ccccc3)C(C(=O)NCC3CCCO3)c3cccs3)n2)o1 (stereo unspecified)
 : -4.2 | i | -4% | -10% | 0% | i | 0% | 0.4% | 3%
COc1ccc([N+](=O)[O-])cc1N(CC(=O)NC(C(C)C)C(C)C)S(C)(=O)=O
 : -2.2 | ? | 2% | -1% | -6% | i | 3% | 0.1% | 2%

All compounds of this part, from the first entry:
Under each structure: CCT chaperon mod | ATXN viability | HepG2 viability | TGFb inhibitor | A549 tox | pAkt inh | Nrf2 block | Nrf2 activator | MmCpn inh
Cc1ccc(-c2nnn(CC(=O)N(c3ccccc3)C(C(=O)NCC3CCCO3)c3cccs3)n2)o1 (stereo unspecified)
 : -4.2 | i | -4% | -10% | 0% | i | 0% | 0.4% | 3%
COc1ccc([N+](=O)[O-])cc1N(CC(=O)NC(C(C)C)C(C)C)S(C)(=O)=O
 : -2.2 | ? | 2% | -1% | -6% | i | 3% | 0.1% | 2%
S=c1[nH]nc(-c2cc(-c3ccsc3)n[nH]2)n1-c1ccccc1
 : -3.2 | i | -16% | -13% | -3% | i | -24% | 8.9µM* | -7%
CSc1ccccc1NC(=O)c1ccccn1
 : -1.0 | i | -5% | -8% | 0% | i | ? | 2.7% | -5%
C#CCO[C@@H]1C[C@H](n2cnc3c(NC(=O)c4ccccc4)ncnc32)O[C@@H]1CO
 : -1.3 | i | 0% | -5% | -2% | i | 15% | 2.8% | 1%
Fc1ccc(CN2CCSCC2)cc1F
 : -2.0 | i | 0% | 19% | 1% | i | 0% | -0.1% | 1%
COC(=O)c1coc(-c2ccc(C)cc2)c1C(=O)OC
 : -2.9 | i | 11% | 10% | 7% | i | . | 4.9% | 0%
Cc1c(CCC(C)C)c(-n2ccnc2C)n2c(nc3ccccc32)c1C#N
 : -1.4 | ? | -1% | 5% | -16% | i | -13% | 0.2% | 0%
COc1ccc(/C=C/C(=O)NC(=S)Nc2ccccc2)cc1OC
 : -0.1 | i | -6% | -6% | 12% | i | 6% | 1.8% | 0%
CCOC(=O)C1=C(C)NC(=O)NC1c1ccc(OC(=O)c2ccco2)c(OC)c1 (stereo unspecified)
 : 0.4 | i | 4% | 10% | -8% | i | 3% | 2.5% | 1%
Cc1cc(NC(=O)CCC(=O)N(CC(=O)NCC2CCCO2)c2ccc(Cl)c(Cl)c2)no1 (stereo unspecified)
 : 1.9 | i | 2% | -22% | 6% | i | 2% | 0.6% | 2%
Cc1ccc(Cn2c(N3CCN(C)CC3)nc3c2c(=O)[nH]c(=O)n3C)cc1
 : 2.8 | i | 8% | -4% | -16% | i | -4% | 1.8% | -4%
CC(C)(C)C1CCC(=O)C(C2(O)C(=O)Nc3ccccc32)C1 (stereo unspecified)
 : -2.5 | i | -32% | -17% | 0% | i | 9% | -0.6% | -3%
Cc1nc(NC(=O)COC(=O)c2ccc(CO)cc2)c(Cl)cc1Cl
 : -0.3 | i | 7% | 7% | -1% | i | -3% | -0.3% | -5%
Cc1ccccc1C(=O)NCC(=O)NCC1(N2CCOCC2)CCCCC1
 : -1.8 | i | 0% | 29% | -1% | i | 7% | -0.6% | 2%
CCc1cccc(NC(=O)C2CCN(S(=O)(=O)c3cccc(-c4noc(C)n4)c3)CC2)c1
 : . | i | -5% | ? | -15% | . | . | 4.1% | .
CC(=O)c1cccc(NC(=O)c2ccc(NS(=O)(=O)c3c(C)noc3C)cc2)c1
 : 1.2 | i | -18% | 13% | 0% | i | 3% | 0.1% | -2%
CCc1nc2ccc(C(=O)NCCCN3CCCC3=O)cn2c1N(CC)C(=O)NCCc1ccccc1
 : 0.4 | i | -9% | -2% | . | . | . | 2.2% | .
CCN(CC)CCNC(=O)C(Oc1ccccc1)Oc1ccccc1
 : -0.9 | ? | 6% | 1% | 0% | i | 10% | 2.8% | 1%
Cc1cc(NC(=O)c2ccno2)no1
 : -3.1 | i | -21% | -6% | -1% | i | -1% | -0.1% | 0%
Cc1ccc(-n2c(=O)c3c(cnn3C)n(CC(=O)Nc3ccccc3C)c2=O)cc1
 : . | i | -6% | -29% | -8% | . | 1%[9.27 µM] | 1.1% | .
O=[N+]([O-])c1ccccc1S(=O)(=O)N1CCSCC1
 : -3.2 | i | 3% | -2% | 0% | i | -2% | -0.7% | 1%
CCOc1ncccc1C(=O)OC(C)C(=O)Nc1ccc(Cl)cn1 (stereo unspecified)
 : -1.2 | i | 13% | ? | -4% | i | 10% | 12% | 1%
C/C(=N\NC(=O)c1ccc(-n2cnnn2)cc1)c1ccc(Cl)cc1
 : 1.5 | . | 13% | 21% | ? | i | 7% | 0.7% | 1%
Cc1ccc(CN(C(=O)COc2ccc(C(C)(C)C)cc2)C2CCS(=O)(=O)C2)o1 (stereo unspecified)
 : . | . | -15% | . | 1% | . | -23% | 1.2% | .
Cc1ccccc1NC(=S)NNc1ncc(C(F)(F)F)cc1Cl
 : -1.9 | i | -23% | -9% | -2% | i | -25% | -0.2% | 50µM*
Cc1cc(C)cc(NC(=O)NC2CCCCCCC2)c1
 : 0.3 | i | -8% | -17% | -1% | i | 20% | -0.2% | 3%
O=C(CSc1nc2ccccc2[nH]1)c1ccccc1F
 : 2.3 | i | -3% | 8% | 0% | i | 23% | 17% | 0%
CCn1nc(C(=O)OCC(=O)Nc2ncc(Cl)c(C)c2Cl)c2ccccc2c1=O
 : -2.8 | i | 5% | 5% | 5% | i | 6% | -0.3% | 0%
Cc1ccc(C(C(=O)NC2CCCCC2)N(C(=O)c2csnn2)c2ccccc2F)o1 (stereo unspecified)
 : 0.0 | ? | 15% | 5% | -2% | i | 1% | -0.1% | 0%
O=C(C[n+]1cccc(Br)c1)c1ccc(-c2ccccc2)cc1
 : 2.2 | i | -29%&-14% | 9%&-14% | 15% | i | -18% | 12% | -8%
Cc1ccc(S(=O)(=O)N2CCCC2CNC(=O)C(=O)NCc2cccs2)cc1 (stereo unspecified)
 : 0.6 | i | 2% | -7% | 2% | i | -6% | 0.1% | -3%
CCC(CO)NC(=O)C(=O)Nc1c2c(nn1-c1ccc(F)cc1)CSC2 (stereo unspecified)
 : . | i | -7% | 0% | 4% | . | . | 0.5% | .
Cc1cccc(C(=O)NCC(=O)NC(C)CCc2ccccc2)c1 (stereo unspecified)
 : -0.7 | i | -2% | 2% | -1% | i | -4% | 0.0% | -1%
COc1cccc(Nc2nc(NCCO)nc(N3CCCC3)n2)c1
 : . | i | -6% | -8% | 2% | . | -2% | 4.6% | .
O=C1C(Cl)=C(O)C2(Cl)C(Cl)=C(Cl)C12Cl (stereo unspecified)
 : -2.0 | ? | -5% | -2% | -2% | i | 1% | 0.3% | .
Cc1csc(NC(=O)Nc2ccccc2[N+](=O)[O-])n1
 : -0.5 | i | -20% | -3% | 2% | i | ? | 4.5µM* | 1%
COc1cc2c(cc1OC)C(COc1ccc(C(C)C)cc1)N(C(=O)c1ccc(S(=O)(=O)N3CCCC3)cc1)CC2 (stereo unspecified)
 : . | i | -2% | 6% | -1% | . | . | -0.6% | .
NC(=O)NN=C1CCC(OCc2ccccc2)CC1CC(=O)O (stereo unspecified)
 : 3.1 | i | -10% | -3% | . | . | . | -0.2% | .
COC(=O)C(C)NS(=O)(=O)c1ccc(NC(C)=O)cc1 (stereo unspecified)
 : -1.4 | i | -3% | -15% | 3% | i | 0% | -0.4% | -1%
Cc1nc(NC(=O)c2ccccc2)sc1-c1csc(N)n1
 : 0.6 | i | -27% | -3% | ? | i | 8% | 2.5% | -1%
O=C(NCc1ccccn1)c1ccc(OC2CCN(Cc3ccc(Cl)s3)CC2)cc1
 : 1.9 | i | -18% | ? | 0% | i | ? | 0.3% | -1%
Cc1ccc(NC(=O)CNC2CCS(=O)(=O)C2)cc1C (stereo unspecified)
 : 0.1 | i | 4% | -7% | -7% | i | 11% | -0.2% | 3%
NS(=O)(=O)c1ccc(CNC(=O)c2ccc(S(=O)(=O)C(F)F)cc2)cc1
 : 0.2 | i | -9% | 2% | 1% | i | -14% | 0.2% | 1%
CNC(=O)c1ccc2nc(-c3ccccc3)c(-c3ccccc3)nc2c1
 : . | . | -3% | -3% | 1% | . | ? | . | .
O=C(NC(Nc1ccc(F)cc1)(C(F)(F)F)C(F)(F)F)c1cccnc1
 : 0.3 | i | 6% | 3% | 0% | i | 9% | -0.2% | 0%
Cc1cc(C)c(C#N)c(SCc2cn3c(C)cccc3n2)n1
 : -1.2 | i | -4% | 6% | -2% | i | -15% | 11%[9.22 µM] | 3%
COc1ccc2c3c([nH]c2c1)C(C)N(CCC(=O)NN)CC3 (stereo unspecified)
 : -0.4 | i | -17% | 1% | 7% | i | 11% | -0.5% | -1%
Cn1ncc(N=Cc2ccc([N+](=O)[O-])cc2)c1C(=O)Nc1ccccc1
 : 2.1 | i | -12% | 0% | 5% | i | 8% | -0.5% | 0%
COc1cc(NC(=O)c2ccc(-c3c(C)noc3C)c3ccoc23)cc(OC)c1OC
 : -0.3 | ? | -7% | 19% | . | i | . | 15% | .

Three entries out of the list above, arranged by their value in CCT chaperon mod, smallest number first:
SMILES	CCT chaperon mod	pAkt inh	MmCpn inh
Cc1csc(NC(=O)Nc2ccccc2[N+](=O)[O-])n1	-0.5	i	1%
Cc1ccc(NC(=O)CNC2CCS(=O)(=O)C2)cc1C (stereo unspecified)	0.1	i	3%
NS(=O)(=O)c1ccc(CNC(=O)c2ccc(S(=O)(=O)C(F)F)cc2)cc1	0.2	i	1%
